# Mcl1 Bid PPI: Mcl-1/Bid interaction inhibition; TR-FRET Mcl-1/Bid-Dy647 peptide binding, 1536-well; 0.97% of 220,000 active; inhibition, % at 21.7 µM; Q07820;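 active means compounds that cut the binding signal by more than half at the single screening dose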;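 further: His-tagged Mcl-1 with europium anti-His antibody binding Bid BH3 peptide; 0% = Mcl-1 plus peptide wells and 100% = peptide-only wells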
# Target sequence (Q07820 whole entry, looked up): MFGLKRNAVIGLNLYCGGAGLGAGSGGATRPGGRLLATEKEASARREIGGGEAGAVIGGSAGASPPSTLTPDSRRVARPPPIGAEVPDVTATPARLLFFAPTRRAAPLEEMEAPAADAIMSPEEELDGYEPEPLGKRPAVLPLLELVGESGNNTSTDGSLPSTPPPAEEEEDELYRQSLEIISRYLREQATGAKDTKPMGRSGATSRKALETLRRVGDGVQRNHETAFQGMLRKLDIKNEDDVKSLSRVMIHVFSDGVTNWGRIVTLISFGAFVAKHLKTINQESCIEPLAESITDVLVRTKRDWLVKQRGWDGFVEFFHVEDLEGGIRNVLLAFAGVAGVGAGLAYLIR
# Rab7 wt modul: modulators of GTP binding to dog Rab7 wildtype GTPase | AID 758 | 0.055% of 190,000 active | GTP binding activity (percent of control), % at 10 µM | GST-Rab7 beads, fluorescent GTP binding, flow cytometry; actives lie on both sides; untreated = 100%, excess cold GTP = 0%;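 active means fluorescent GTP binding to Rab7 beads changed by at least 20 points from the 100% baseline, either direction, mostly lower; inconclusive means compound itself probably fluorescent, or too few beads counted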;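 further: median green fluorescence of bound Bodipy-FL-GTP per Rab7 bead population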
# Pf gamet viab: P. falciparum stage V gametocyte viability inhibition; P. falciparum stage V gametocytes, ATP luminescence, 24 h; inhibition, % at 10.9 µM; 0.065% of 150,000 active; AID 743093;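 active means inhibition above the mean plus 3 SD of compounds within the control limits, set per campaign, cut at about 38% in these data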;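 further: 0% = DMSO wells and 100% = medium only without gametocytes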
# Avidin fluor: compound fluoresces at 488/530 nm on avidin beads; fluorescence (KMESF) at 10 µM; AID 1775; compound fluorescence 488/530 nm, flow cytometry; active compounds read high; 0.38% of 220,000 active; in the data active means fluorescence above about 47; further: inactives centre near 10
# Rac1 wt modul: alters GTP binding to wildtype human Rac1 | GTP binding activity (% of control), % at 10 µM | 0.27% of 190,000 active | P63000 | GST-Rac1 beads, fluorescent GTP binding, flow cytometry; actives lie on both sides; 0 = cold GTP competed, 100 = untreated;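 active means GTP binding activity at least 20 points away from the 100% control level, either lower or higher; inconclusive means compound flagged as likely green fluorescent, judged across all proteins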
# HRas wt GTP bind: modulators of GTP binding to human HRas wildtype; P01112; GST-Ras wt beads, Bodipy-FL-GTP binding, flow cytometry; actives lie on both sides; GTP binding activity, % at 10 µM; 0.14% of 190,000 active; AID 759;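 active means GTP binding activity at least 20% away from the 100% baseline, either lowered as inhibitor or raised as activator; inconclusive means flagged as likely green fluorescent, judged across all proteins in the well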;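 further: 0% = unlabeled GTP competition control and 100% = no-compound control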
# Target sequence (P01112 whole entry, looked up): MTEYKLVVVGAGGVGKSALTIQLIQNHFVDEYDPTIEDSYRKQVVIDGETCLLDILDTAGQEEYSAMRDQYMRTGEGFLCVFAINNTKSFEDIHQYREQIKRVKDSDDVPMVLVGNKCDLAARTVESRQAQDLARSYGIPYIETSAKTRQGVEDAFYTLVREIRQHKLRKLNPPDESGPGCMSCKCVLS
# Rab2 wt GTP: changes GTP binding to wildtype dog Rab2A, up or down; GTP binding activity, % at 10 µM; P61105; 0.19% of 190,000 active; GST-Rab2 wt beads, Bodipy-GTP binding, flow cytometry;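 active means GTP binding activity at least 20 points away from 100%, either lowered or raised; inconclusive means signal likely due to the compound's own green fluorescence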;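 further: 0% = beads with excess unlabeled GTP and 100% = no-compound control corrected for plate trend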
# Cdc42 wt GTP: human Cdc42 wildtype GTP binding change, either direction | GST-Cdc42 beads, Bodipy-GTP binding, flow cytometry; actives lie on both sides | percent activity (GTP binding), % at 10 µM | 0.2% of 190,000 active;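 active means percent activity GTP binding at least 20 points away from the 100% baseline, either down as inhibitor or up as activator; inconclusive means compound flagged as likely green fluorescent from well-wide comparison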;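 further: median bead fluorescence of bound Bodipy-FL-GTP at 100 nM; 0% = excess unlabeled GTP control and 100% = no compound control; below 100% means less GTP binding so inhibitor and above means activator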
# Target sequence (P60953 whole entry, looked up): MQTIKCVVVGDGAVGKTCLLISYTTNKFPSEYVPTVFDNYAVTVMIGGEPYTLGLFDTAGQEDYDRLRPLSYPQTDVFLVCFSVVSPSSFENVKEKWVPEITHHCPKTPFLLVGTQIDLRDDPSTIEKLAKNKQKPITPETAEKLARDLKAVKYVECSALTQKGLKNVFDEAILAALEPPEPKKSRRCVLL
# Rac1 act GTP bind: alters GTP binding to activated mutant human Rac1 | P63000 | GST-Rac1 activated beads, fluorescent GTP binding, flow cytometry; actives lie on both sides; 100% means binding = to untreated wells | percent activity (GTP binding), % at 10 µM | 0.11% of 190,000 active | AID 764;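 active means GTP binding at least 20 percentage points away from the 100% baseline, in either direction, so actives lie on both sides; inconclusive means Compound likely fluorescent itself, or too few beads counted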
# Bim-Mcl-1: disrupts Bim peptide binding to human Mcl-1. Bead-based flow cytometry, Bim peptide-Mcl-1 binding. Q07820. 0.1% of 190,000 active. inhibition, % at 10 µM; in the data active means inhibition above about 40%;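 further: 0% = no compound tracer wells and 100% = peptide blocker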
# Mcl1 Noxa PPI: disrupts binding of human Mcl-1 to Noxa peptide | 1.5% of 220,000 active | TR-FRET Mcl-1/Noxa peptide binding, 2 h | inhibition, % at 21.7 µM | Q07820;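 active means compounds that cut the protein-peptide binding signal by more than 50% relative to plate controls in a single-dose test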;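 further: His-tagged Mcl-1 with rhodamine Noxa BH3 peptide and terbium anti-His antibody; 0% = Mcl-1 plus Noxa peptide wells and 100% = peptide-only wells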
# Active calls of the source: *; ? = inconclusive; . = not tested or not shown. Random draw from the library; any-hit rate near 2.7%.
SMILES,Mcl1 Bid PPI,Rab7 wt modul,Pf gamet viab,Avidin fluor,Rac1 wt modul,HRas wt GTP bind,Rab2 wt GTP,Cdc42 wt GTP,Rac1 act GTP bind,Bim-Mcl-1,Mcl1 Noxa PPI
CC(=O)c1cc(-c2ccccc2)[nH]c1N1CCOCC1,-14,98,.,6,109,102,103,108,102,18,4
Oc1ccc2ccccc2c1CN1CCCC1,-55,99,-15,13,99,98,94,93,92,0,7
CCCOc1ccc(/C(O)=C2/C(=O)C(=O)N(CCCOC)C2c2cccnc2)cc1 (centres undefined),-36,101,.,10,99,101,98,99,96,16,30
NC(=O)c1c(NC(=O)C2CCCO2)sc2c1CCC2 (centres undefined),-29,102,.,9,105,100,102,103,97,-4,0
CN(O)C(=O)Nc1ccc([N+](=O)[O-])cc1,-10,104,-39,8,96,101,99,99,95,-2,2
COc1ccccc1Nc1nnc(SCC(=O)N2CC(=O)Nc3ccccc32)s1,-22,99,9,16,103,97,96,101,97,4,20
CC(C)(C)NC(=O)CN(Cc1ccc2c(c1)OCO2)C(=O)CNC(=O)c1cccs1,-31,104,.,3,98,97,99,97,98,0,7
O=C(O)CC(Cc1ccccc1)c1ccc2c(c1)OCO2 (centres undefined),40,101,-3,36,97,98,97,98,96,-4,10
COc1ccc(NC(=O)CSc2nc3ccsc3c(=O)n2Cc2ccccn2)c(OC)c1,-17,97,-19,12,108,102,102,104,100,-5,4
Cc1cccc(-c2c3c(=O)n(C)c(=O)n(C)c3cn2C2CCCCC2)c1,-80,96,-3,35,97,100,97,98,97,-1,5
O=C(CCS(=O)(=O)c1cccc2nonc12)N1CCCc2ccccc21,-23,99,-4,31,108,102,104,107,100,3,2
CCn1cc(C(=O)NCc2cccnc2)c2cc(OC)c(OC)cc2c1=O,5,100,.,4,100,97,99,99,96,-1,15
O=C(NCc1ccncc1)Nc1ccccc1F,-3,105,10,22,101,100,100,99,98,-2,-8
O=C(NCCCCNC(=O)c1ccco1)c1ccco1,-7,99,.,11,104,102,101,106,101,0,10
CC1(C)CC(c2nc(-c3ccc(Br)cc3)cs2)CCS1 (centres undefined),5,96,.,11,101,99,97,99,99,-6,7
CN(Cc1ccccc1)C(=O)CCNS(=O)(=O)c1ccc2c(c1)oc(=O)n2C,-19,94,1,.,95,92,95,92,95,7,9
CCN(CC)CCNC(=O)Cn1nc(Cc2ccccc2)c2ccccc2c1=O,-37,95,0,4,99,100,100,98,104,-2,-6
Cc1csc(NC(=O)CCn2c(=O)sc3ccccc32)n1,-8,100,-5,7,101,99,97,97,96,-1,13
C=CCn1c(-c2cccn(Cc3ccc(Cl)cc3)c2=O)n[nH]c1=S,-46,101,9,6,101,102,101,102,101,-4,18
C=CCC(NCc1ccco1)c1ccc(OC)cc1 (centres undefined),-12,102,.,39,102,102,101,104,98,-1,1
CCCCNc1nnc(CCn2nc(C)c(Br)c2C)s1,-14,107,.,3,103,102,100,100,99,-3,-2
CCc1ccc(-c2nc(CSCC(=O)N3CCN(c4ncccn4)CC3)c(C)o2)cc1,-11,103,.,6,100,100,100,98,99,1,4
Cc1c(NC2=NC3(CCCCC3)Cc3ccccc32)c(=O)n(C)n1-c1ccccc1,-19,103,.,7,104,100,102,100,97,0,-6
CCn1c(SCC(=O)N/N=C/c2c[nH]c3ccccc23)nnc1-c1ccc(Cl)cc1,3,96,.,5,98,100,96,99,97,-4,20
COc1ccc(F)c(CN2CCC(CO)(Cc3cccc(C(F)(F)F)c3)CC2)c1,-19,100,-8,2,97,98,99,98,95,-5,-3
COc1ccc(N2CC(C(=O)Nc3cccc(C)n3)CC2=O)cc1 (centres undefined),-15,102,-13,10,98,97,98,97,94,0,18
O=C1c2ccccc2-c2n[nH]c(=O)c3ccc(N4CCCCC4)c1c23,-5,97,16,11,96,92,91,90,92,1,30
Cc1cc(Cl)ccc1OCCCC(=O)NO,-18,101,.,7,112,103,99,104,103,0,1
CCOc1ccc(CN(C)CC(=O)Nc2cccc(C)c2)cc1OC,-31,?,9,10,?,?,?,?,?,0,7
Cc1cc(NS(=O)(=O)c2ccc(NC(=O)C(C)Oc3ccc(Cl)cc3)cc2)no1 (centres undefined),11,103,.,40,108,103,102,108,103,-4,3
Cc1ccccc1SCC(=O)N1CCN(c2ccc(C(F)(F)F)cn2)CC1,-7,99,3,11,101,100,99,102,97,-14,-1
Cn1c(=O)[nH]c(=O)c2c1nc(NCCc1ccccc1)n2CC(O)COc1ccccc1 (centres undefined),-38,101,.,7,107,101,99,102,100,2,-14
Oc1ccc(C(c2nnnn2C2CCCC2)N2CCc3ccccc3C2)cc1 (centres undefined),-11,93,-7,6,97,97,96,98,96,1,25
CC(C)(C)NC(=O)C(c1cccs1)N(Cc1cccs1)C(=O)c1csnn1 (centres undefined),-41,96,.,6,98,97,98,105,94,-1,-14
COc1ccc2c(c1)[nH]c1c(=O)n(CC3CCCO3)cnc12 (centres undefined),-36,97,-2,8,102,101,97,99,99,0,-28
CCOC(=O)c1c(C2CC2)csc1NC(=O)CSCc1c(C)noc1C,-27,96,.,8,96,97,97,97,95,0,-7
COc1ccc([N+](=O)[O-])cc1NC(=O)C(C)N(C)Cc1ccc(Br)cc1 (centres undefined),-12,100,-8,15,102,100,97,101,99,-2,19
O=C(CCc1nc(-c2cccs2)no1)Nc1cnc2ccccc2c1,0,99,.,7,106,101,100,101,97,-5,1
Cc1cc(-c2ccco2)n(CC(=O)NCc2ccccc2)n1,-17,99,.,4,105,102,104,104,100,-1,8
CCC1(C)Cc2c(c(=O)n(-c3ccccc3)c3ncnc(N)c23)CO1 (centres undefined),-8,101,.,8,99,100,99,101,97,-3,-8

# An excerpt from above with just Rac1 act GTP bind, Rab7 wt modul and Mcl1 Noxa PPI.
molecule | Rac1 act GTP bind | Rab7 wt modul | Mcl1 Noxa PPI
Cc1cc(-c2ccco2)n(CC(=O)NCc2ccccc2)n1 | 100 | 99 | 8
CCC1(C)Cc2c(c(=O)n(-c3ccccc3)c3ncnc(N)c23)CO1 (centres undefined) | 97 | 101 | -8

# More records
SMILES,Mcl1 Bid PPI,Rab7 wt modul,Pf gamet viab,Avidin fluor,Rac1 wt modul,HRas wt GTP bind,Rab2 wt GTP,Cdc42 wt GTP,Rac1 act GTP bind,Bim-Mcl-1,Mcl1 Noxa PPI
O=C(Nc1cccc([N+](=O)[O-])c1)c1ccc2c(c1)OCCO2,-25,103,-14,15,102,100,99,100,100,-2,8
Nc1cc(=O)[nH]c(SCCOc2ccccc2)n1,-54,97,3,10,97,96,97,97,98,-2,11
CCOc1cccc(-c2cc(C(=O)N/N=C/c3ccc(OC)c(CN4CCOCC4)c3)c3ccccc3n2)c1,-10,96,-6,13,103,99,95,100,95,-1,12
Cc1cc(NC(=O)c2cc3n(n2)C(C(F)(F)F)CC(c2ccco2)N3)no1 (centres undefined),-14,?,.,7,?,?,?,?,?,-1,10
CCOc1ccc(NC(=O)c2nn(C)cc2Br)cc1,-14,104,-5,21,104,103,103,103,99,-2,4
Cc1ccc(NC(=S)Nc2cccc3cnccc23)cc1C,-78,97,-16,11,91,94,93,94,90,0,20
CC(=O)N1CCC(Nc2ccc(C)cc2)CC1,-35,107,.,13,110,103,103,107,102,0,9
Cc1sc2nc(CN3CCOCC3)[nH]c(=O)c2c1-c1ccccc1,2,102,7,16,103,99,100,101,100,-3,9
CCc1nnc(NC(=O)c2ccc(S(=O)(=O)N3CCc4ccccc4C3)cc2)s1,-14,100,12,2,102,101,98,99,100,0,4
COc1ccc2c(c1)CCc1c(C(=O)N3CCCCCC3)noc1-2,-9,98,-11,19,101,99,101,102,100,-5,11
Cc1ccc(C(=O)N/N=C/c2ccc(N3CCOCC3)cc2)c(C)c1,-24,104,11,25,99,97,100,98,96,-1,6
Cc1n[nH]c(C)c1S(=O)(=O)N1CCN(C(=O)c2ccco2)CC1,-40,99,-11,21,103,99,97,104,103,-2,-3
c1ccc2c(c1)CCOC2CNCCCN1CCCCC1 (centres undefined),30,100,.,.,102,99,101,102,100,-3,28
O=C(C1CCCN(S(=O)(=O)c2cnc[nH]2)C1)N1CC(=O)N(CCc2ccccc2)C(=O)C1 (centres undefined),-18,100,.,7,106,100,104,103,102,-1,5
CCOC(=O)c1cc2c(nc1NC(=S)Nc1ccccc1)CC(C)(C)OC2,-83,104,9,6,101,101,101,101,99,-5,15
O=S(=O)(c1ccc(Cl)cc1)N(CCCN1CCOCC1)Cc1cccs1,35,95,-11,8,102,99,99,99,96,1,5
Cc1ccccc1Cn1c2ccccc2c2cnn(CC(=O)N3CCN(c4ccccc4)CC3)c(=O)c21,-12,102,.,9,105,103,102,98,98,-1,0
CCCCNC(=O)CSc1cc(=O)n(C)c2ccccc12,-30,101,.,20,105,101,101,103,101,-4,-11
CC1=NN(C(=O)c2ccc(Cn3ccc([N+](=O)[O-])n3)cc2)C(O)(C(F)(F)F)C1 (centres undefined),-34,99,9,4,103,100,98,99,101,-4,3
COc1ccc(-c2csc(NC(=O)CCCc3cccs3)n2)cc1,-28,102,-1,7,104,101,101,106,101,-3,3
CCOc1ccc(Oc2nc(C)cc(OC)n2)nn1,-2,98,6,5,102,97,97,98,99,-4,11
COC(=O)C(Cc1ccc(O)cc1)NC(=O)C(C)Oc1ccccc1 (centres undefined),2,98,.,15,102,105,104,107,101,0,1
CCc1cc2cc(C)c(C)cc2nc1SCC(=O)Nc1cc(C)on1,-19,106,-7,10,101,101,102,100,99,2,-8
CCOc1ccc(C(=O)COC(=O)CC)cc1,-17,100,.,13,102,103,102,101,100,1,15
COc1ccc(C)cc1S(=O)(=O)N(CC(=O)O)c1ccc(C)cc1,12,96,-4,22,99,97,95,97,98,0,3
O=C(NCc1ccco1)c1ccc(-c2ccc(Cl)cc2)o1,-10,97,-14,21,95,97,95,95,93,1,2
O=C(CC1Oc2ccccc2NC1=O)NCCCN1CCN(Cc2ccccc2)CC1 (centres undefined),-21,102,.,7,103,103,103,103,101,0,4
CCC(C)C(=O)Nc1nc(C)c(-c2csc(Nc3ccc(Cl)cc3)n2)s1 (centres undefined),2,98,-7,12,98,99,97,100,95,-6,31
O=C(NCc1ccco1)c1c2c(nc3ccccc13)CCC2,-41,100,.,11,106,106,107,108,100,-3,102*
CCOc1ccc2nc3c(cc2c1)CN(CCOC)C(=NCCOC)S3,-45,104,22,30,110,106,105,109,105,-3,-222
CC1(C)OC2OC(C(=O)N/N=C/c3ccccc3F)C3OC(C)(C)OC3C2O1 (centres undefined),2,101,.,5,102,101,99,103,100,-31,13

# High-throughput results: PubChem, several laboratories
